From PubChem
MITF TRPM1 inh: reduces MITF-dependent TRPM1 promoter luciferase signal. SK-MEL-5 TRPM1 promoter luciferase, 24 h. 330,000 tested, 0.83% active. inhibition, % at 12.5 µM;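 active = mean inhibition across replicates of 60% or more, whatever share of single replicates reaches that level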; note: values of inactives mirror those of a sister screen read the other way
Shn3 inh set2: Schnurri-3 reporter inhibition in Clone20 osteoblasts | Clone20 osteoblast Shn3 3'UTR firefly luciferase, 24 h | AID 588674 | 360,000 tested, 0.52% active | inhibition, % at 12.5 µM;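 active = mean inhibition of at least 75% with every replicate also reaching 75%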;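 note: 0% = median of neutral control wells and 100% = pilot-screen positive control compound; some compounds past the cut are filed as inactive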
Peg3 promoter: Peg3 promoter activity inhibition; HeLa PEG-Prom luciferase reporter, luminescence, overnight; inhibition, % at 20 µM; 360,000 tested, 1.7% active;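 active = inhibition of at least 50% at 20 µM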
Cardio protect: protects H9c2 cardiomyocytes from peroxide injury; H2O2 injury protection, ATPLite, 2 h; protection from H2O2 cell death, % at 20 µM; 360,000 tested, 0.63% active; AID 588492;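 active = compounds giving at least 50% protection of heart cells from peroxide-induced death in the single-dose screen, raw or plate-pattern-corrected value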;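 note: 0% = DMSO wells with peroxide and 100% = DMSO wells without peroxide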
NR2E3 ag-1: agonists of human nuclear receptor NR2E3; Q9Y5X4; GST-NR2E3/biotin-RetCOR TR-FRET, 1536-well; inhibition of corepressor binding, % at 4.78 µM; 320,000 tested, 0.12% active; AID 2300;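 active = percent inhibition above the cutoff of mean plus 3 SD of all tested compounds, set per screening campaign, cut at about 20% in these data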;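 note: 0% = DMSO wells and 100% = biotin wells as full block of FRET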
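Material: NR2E3–RetCOR corepressor complex / Incubation: Compound–protein incubation for 5 h at 4 °C / Dosing: compound at 4.8 µM, single dose / Detection: time-resolved FRET / Benchmarks: high control biotin, low control 0.6% DMSO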
HIF-2a block: inhibitors of HIF-2a | 786-0 RCC cells HIF-2a reporter, luciferase luminescence, overnight | inhibition, % at 18.8 µM | 360,000 tested, 0.72% active | AID 624352;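 active = inhibition of the luminescence signal of 40% or more relative to plate controls, in a single-dose primary screen at 18.75 µM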
NR2E3 ag-2: human photoreceptor-specific nuclear receptor agonism | AID 602229 | inhibition of corepressor binding, % at 3.98 µM | Q9Y5X4 | CHO-S Gal4-NCOR/VP16-NR2E3 two-hybrid, luciferase | 360,000 tested, 0.35% active;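 active = inhibition above the mean of all tested compounds plus 3 SD, cut at about 70% in these data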;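 note: 0% = DMSO with NR2E3 transfected cells and 100% = cells lacking NR2E3 construct; higher means lower luciferase signal from less NR2E3 corepressor binding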
hiPSC survival: enhancers of human iPSC single-cell survival; survival enhancement, % at 20 µM; hiPSC single-cell survival, ATPlite luminescence; 100% = ROCK inhibitor wells, 0% = DMSO; 360,000 tested, 0.044% active; in the data active = survival enhancement above about 18%;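 note: cells exposed to compounds for 16 hours before the ATP read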
CaV13 FRET inh: Disruptors of the CACNA1D IQ motif to Ca2+-dependent inactivation inhibitor domain association, primary screening, Förster resonance energy transfer in intact living …. HEK cells, CFP/YFP FRET ICDI-IQ, plate reader, 10 min; percent FRET-ratio fall versus neutral wells. inhibition, % at 12.3 µM. 340,000 tested, 0.098% active. AID 743397;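 active = mean replicate inhibition of at least 30% and at least 1% of replicates passing that level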;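 note: 0% = median of the neutral control wells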
m5-HT2A agonist: activates the mouse 5-HT2A serotonin receptor | P35363 | CHO-K1 mHTR2A beta-arrestin complementation, luminescence; percent of 30 µM serotonin response | activation, % at 7.6 µM | 360,000 tested, 0.66% active;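 active = activation above a run cutoff, the mean activation of all tested compounds plus 3 SD, cut at about 14% in these data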;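 note: 0% = plate median of compound wells and 100% = 30 µM serotonin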
Target sequence (P35363 whole entry, looked up): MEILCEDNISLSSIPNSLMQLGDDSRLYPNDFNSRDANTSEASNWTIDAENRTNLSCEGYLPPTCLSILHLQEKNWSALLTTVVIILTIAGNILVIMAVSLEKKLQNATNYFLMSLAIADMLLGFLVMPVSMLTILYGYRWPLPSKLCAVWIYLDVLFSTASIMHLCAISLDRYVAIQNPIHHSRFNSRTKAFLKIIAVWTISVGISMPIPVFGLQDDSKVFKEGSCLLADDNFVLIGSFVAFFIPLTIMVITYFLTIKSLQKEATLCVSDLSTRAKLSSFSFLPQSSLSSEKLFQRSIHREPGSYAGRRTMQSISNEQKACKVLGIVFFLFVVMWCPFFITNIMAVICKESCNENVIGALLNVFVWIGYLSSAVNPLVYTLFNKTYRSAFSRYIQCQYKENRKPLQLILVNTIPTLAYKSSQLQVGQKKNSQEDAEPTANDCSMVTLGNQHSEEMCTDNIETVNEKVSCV
PDI inh: inhibitors of human protein disulfide isomerase; P07237; PDI insulin aggregation turbidity, A650, 90 min; inhibition, % at 10 µM; 350,000 tested, 0.052% active;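 active = mean inhibition across replicates of 30% or more, whatever share of single replicates reach that level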;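 note: absorbance from insulin aggregation driven by PDI reduction with DTT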
Target sequence (P07237 whole entry, looked up): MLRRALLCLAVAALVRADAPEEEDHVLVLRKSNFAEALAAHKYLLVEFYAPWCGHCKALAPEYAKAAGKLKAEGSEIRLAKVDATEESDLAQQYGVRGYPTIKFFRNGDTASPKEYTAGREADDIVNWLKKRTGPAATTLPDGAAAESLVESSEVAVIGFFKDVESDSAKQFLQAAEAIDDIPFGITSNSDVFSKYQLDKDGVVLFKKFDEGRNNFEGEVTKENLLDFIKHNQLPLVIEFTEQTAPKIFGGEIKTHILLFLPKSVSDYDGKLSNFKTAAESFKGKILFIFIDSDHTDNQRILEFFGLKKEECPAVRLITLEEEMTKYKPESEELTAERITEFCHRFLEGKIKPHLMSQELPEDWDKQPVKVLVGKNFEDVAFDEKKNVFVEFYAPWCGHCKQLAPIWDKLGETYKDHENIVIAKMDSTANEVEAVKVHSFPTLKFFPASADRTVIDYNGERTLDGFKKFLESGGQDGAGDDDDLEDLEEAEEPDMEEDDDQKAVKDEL
Numbers without * were called inactive; . = no result given.

mol	hiPSC survival	NR2E3 ag-1	HIF-2a block	Cardio protect	m5-HT2A agonist	MITF TRPM1 inh	NR2E3 ag-2	PDI inh	CaV13 FRET inh	Peg3 promoter	Shn3 inh set2
Cc1ccc(OCCNC(=O)CNC(=O)c2ccc(Cl)c([N+](=O)[O-])c2)cc1	-1.4	.	14	-6	6	15	0	-15	-2	2	-7
Cc1ccc(S(=O)(=O)N2CCC(=O)N(CCOC(=O)Nc3cc(C)cc(C)c3)CC2)cc1	3.6	2	8	-3	-2	-1	36	-1	1	6	9
C=CCn1cc(C(=O)NCc2ccc(Cl)cc2)c(=O)c2cc(S(=O)(=O)N(CC)CC)ccc21	-1.2	2	19	-10	-4	-6	21	-6	-5	35	3
CC(C)(C)Cc1c(-c2ccc(Cl)cc2)nc2c(Cl)cc(C(F)(F)F)cn12	-1.6	.	16	-7	-4	.	-14	.	-4	-6	-32
Cc1ccc(N2C(=O)C3C4C=CC(CNC(=S)Nc5ccc(Cl)cc5)(O4)C3C2=O)cc1 (configuration not stated)	0.1	-3	-9	-1	-2	-14	-28	3	-3	7	8
COc1cccc(C2/C(=C(\O)c3ccc4c(c3)OCCO4)C(=O)C(=O)N2CC2CCCO2)c1 (configuration not stated)	0.2	.	-2	0	-2	-7	-3	9	-2	1	-1
COc1cc2c(cc1OC)CN(S(=O)(=O)c1cccc(F)c1)CC2	1.6	2	17	1	-1	6	22	1	-6	10	-23
COCCn1c(SCc2ccc(C(=O)OC)o2)nc2cc(Cl)ccc2c1=O	1.6	0	15	11	1	15	-5	6	-5	18	27
COc1cc(/C=C(\C#N)c2nc3ccccc3o2)ccc1O	-0.5	-1	-124	-4	-3	-7	30	-1	-8	-25	-61
Cc1ccc(/C=C/S(=O)(=O)NCC(=O)O)cc1	0.1	2	16	-2	-2	-15	-17	4	-2	-1	-16
COC(=O)C1=C(NC(=O)COc2ccc3ccccc3c2)CCS1	3.0	-2	-55	3	-1	-14	-13	-7	-5	-43	-14
Cc1ccc(C(=O)NNS(=O)(=O)c2ccccc2[N+](=O)[O-])cc1	3.2	-2	-13	7	-5	4	-27	0	0	10	15
O=C(CSc1ccc(Cl)cc1)N/N=C/c1ccc([N+](=O)[O-])o1	-0.4	0	-34	-5	-3	62*	-24	3	-5	-29	-15
Cc1ccc(-c2nn3c(C)nnc3c3ccccc23)cc1S(=O)(=O)N(C)CCO	-1.3	3	-4	15	0	-5	15	-7	.	-6	-23
Cc1cccc(NC(=O)C2CCCN(C(=O)NC3CCCCC3)C2)c1C (configuration not stated)	0.5	2	21	4	6	0	6	4	-6	17	13
CCOC(=O)N1CCN(CC(O)c2c[nH]c3ccc(OC)cc23)CC1 (configuration not stated)	-0.1	0	14	11	1	14	-14	0	-2	-2	1

Single records (already shown).
Cc1ccc(-c2nn3c(C)nnc3c3ccccc23)cc1S(=O)(=O)N(C)CCO as listed: hiPSC survival = -1.3; NR2E3 ag-1 = 3; HIF-2a block = -4; Cardio protect = 15; m5-HT2A agonist = 0; MITF TRPM1 inh = -5; NR2E3 ag-2 = 15; PDI inh = -7; CaV13 FRET inh = .; Peg3 promoter = -6; Shn3 inh set2 = -23
COc1cc(/C=C(\C#N)c2nc3ccccc3o2)ccc1O as listed: hiPSC survival = -0.5; NR2E3 ag-1 = -1; HIF-2a block = -124; Cardio protect = -4; m5-HT2A agonist = -3; MITF TRPM1 inh = -7; NR2E3 ag-2 = 30; PDI inh = -1; CaV13 FRET inh = -8; Peg3 promoter = -25; Shn3 inh set2 = -61

Next section.
mol	hiPSC survival	NR2E3 ag-1	HIF-2a block	Cardio protect	m5-HT2A agonist	MITF TRPM1 inh	NR2E3 ag-2	PDI inh	CaV13 FRET inh	Peg3 promoter	Shn3 inh set2
CCOc1ccc(C(=O)Nc2ccc(NC(=O)c3ccco3)c(Cl)c2)cc1Cl	-1.7	2	-23	-7	0	11	-17	-4	.	10	18
COc1ccccc1C(=O)NCCC(=O)N1CCN(c2ccccc2Cl)CC1	-0.4	3	3	-1	-15	-2	20	18	-7	11	12
Cc1nn(-c2ccccc2)c(N2CCCC2)c1/C=N/NC(=O)C1CC1	-0.8	1	26	-2	-2	-4	-28	3	2	27	17
O=C(Nc1ccccc1N1CCCCC1)C1CCN(S(=O)(=O)c2ccccc2C(F)(F)F)CC1	-0.6	2	-9	-1	-8	6	-8	5	-2	13	34
CN(Cc1ccccc1)S(=O)(=O)c1ccc2c(c1)CCC(=O)N2	0.9	2	-2	-2	-1	-5	-31	7	-5	19	6
NC(=O)CC(NC(=O)Cc1ccc(Br)cc1)c1ccc(NCc2ccc(F)c(F)c2)c([N+](=O)[O-])c1 (configuration not stated)	-2.0	3	-4	2	-10	-2	-12	-3	-6	10	43
CC(=O)Nc1ccc(S(=O)(=O)NC2(C(F)(F)F)NC(=O)N(CC(C)C)C2=O)cc1 (configuration not stated)	-0.3	2	8	12	-1	-5	1	-4	-4	12	-7
CSc1ccccc1C(=O)Nc1ccc2c(c1)CCC2	0.1	-2	-286	-12	-6	-18	-44	-4	-21	-151	-20
CCOCc1cn(CC(=O)c2ccc(Cl)cc2)c(C)nc1=N	-2.8	0	8	-1	4	5	0	8	.	-7	-4
Cc1cccc(N2CCN(S(=O)(=O)c3cc(-c4cc(C)no4)ccc3C)CC2C)c1 (configuration not stated)	-0.3	-2	11	-12	5	52	-60	-10	-7	10	44
COc1ccccc1C(=O)Nc1ccc(NC(=O)c2ccco2)cn1	-0.5	5	-251	0	3	-93	-88	0	-3	-223	-59
COc1ccccc1NC(=S)N1CC(C)(C)C1=O	-0.1	0	-5	-2	3	-17	-40	1	-19	0	9
CN(C)CCOc1ccc(/C(=C(/CCCl)c2ccccc2)c2ccccc2)cc1	3.2	3	-8	-37	-7	1	15	-17	-5	74*	-1
CC(C)(C)OC(=O)NCCCCCO	3.8	6	-6	0	1	-13	-27	21	-5	0	-16
CC(=O)c1ccc(NC(=O)Nc2cccnc2)cc1	-0.2	.	-140	-14	-8	-55	-19	7	-6	-162	7
O=S(=O)(NCc1cccnc1)c1ccc(Br)c2ccccc12	-0.7	3	15	-5	-1	9	-23	-2	-3	7	20

Shown with values under each structure: three of the compounds above
Results follow in this order: hiPSC survival | NR2E3 ag-1 | HIF-2a block | Cardio protect | m5-HT2A agonist | MITF TRPM1 inh | NR2E3 ag-2 | PDI inh | CaV13 FRET inh | Peg3 promoter | Shn3 inh set2
CCOCc1cn(CC(=O)c2ccc(Cl)cc2)c(C)nc1=N
 : -2.8 | 0 | 8 | -1 | 4 | 5 | 0 | 8 | . | -7 | -4
Cc1cccc(N2CCN(S(=O)(=O)c3cc(-c4cc(C)no4)ccc3C)CC2C)c1 (configuration not stated)
 : -0.3 | -2 | 11 | -12 | 5 | 52 | -60 | -10 | -7 | 10 | 44
COc1ccccc1C(=O)Nc1ccc(NC(=O)c2ccco2)cn1
 : -0.5 | 5 | -251 | 0 | 3 | -93 | -88 | 0 | -3 | -223 | -59

Next part
mol	hiPSC survival	NR2E3 ag-1	HIF-2a block	Cardio protect	m5-HT2A agonist	MITF TRPM1 inh	NR2E3 ag-2	PDI inh	CaV13 FRET inh	Peg3 promoter	Shn3 inh set2
Nc1ccn([C@@H]2O[C@H](C(=O)N3CCCN(Cc4ccccc4F)CC3)[C@@H](O)[C@H]2O)c(=O)n1	5.2	.	13	.	-4	.	-7	.	-7	.	.
Cc1csc(NC(=O)CSc2ccccc2F)n1	0.6	1	-151	0	2	-41	13	4	-2	-172	-57
Cc1ccc(NC(=O)c2ccc(C)c(S(=O)(=O)N3CCOCC3)c2)nc1	1.3	-1	-40	4	11	-2	-28	-15	-5	-27	4
O=C(CSc1ccc2c(c1)OCCO2)NCCN1C(=O)CSC1=O	-0.3	-1	-18	4	5	-14	-12	-12	-1	-21	-1
CC(/C=C/C1[C@H](C)C[C@H](O[C@@H]2O[C@H](CO)[C@@H](O)[C@H](O)[C@H]2O)CC1(C)C)O[C@H]1O[C@H](CO)[C@@H](O)[C@H](O)[C@H]1O (some centres not stated)	-2.8	-1	10	0	-1	-6	-25	.	.	6	6
O=C1Cc2cc(S(=O)(=O)Nc3ccc(F)cc3Cl)ccc2N1	-1.3	2	12	-5	-5	5	1	2	-6	3	8
OC(c1cccc(Cl)c1)c1ncc(-c2ccc3ccccc3c2)[nH]1 (configuration not stated)	-0.8	.	-175	-16	0	.	-28	18	-8	-97	-36
O=C(Nc1ccccc1)N1CCCCC1c1cccnc1 (configuration not stated)	-2.0	2	-7	2	0	-3	-10	15	-6	1	-5
CC(C)(O)C#Cc1ccc(C(=O)N2CCCC2C(=O)O)s1 (configuration not stated)	5.3	2	-2	-5	4	1	-3	-13	-1	-4	.
COc1ccc(-n2c(C)cc(/C=C3\SC(=S)N(Cc4ccco4)C3=O)c2C)cc1	0.7	-1	-79	-9	-1	-33	-24	-7	-5	-105	3
Cc1cc(NC(=NC2CC2)c2ccccc2F)n(-c2ccccc2)n1	-0.7	2	11	4	1	-1	3	0	-4	4	4
Cc1ccc(-n2c(COc3ccccc3)nnc2SCC(=O)O)cc1	0.4	.	-5	-3	-1	.	-12	-6	-6	-8	-28
Cc1cc(C)n2c(C)nnc2c1	-0.1	.	2	3	3	-4	1	18	-4	-8	-19

The order is random; overall some 3.9% were active at least once.
